M5 ag = human M5 muscarinic receptor agonists, primary screen, CHO-K1 cells, Fluo-8 calcium fluorescence; Muscarinic acetylcholine receptor M5 (Homo sapiens), P08912; CHO-K1 hM5 cells; 0% DMSO wells, 100% maximal acetylcholine response; activation, % at 3 µM; 360,000 compounds, 0.19% hits; AID 624037, 2012;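 active = activation above the run's mean over test compounds plus 3 SD, cut at about 23% in these data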;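 also: signal is peak over basal fluorescence ratio across the kinetic read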
Target sequence (P08912 whole entry, looked up): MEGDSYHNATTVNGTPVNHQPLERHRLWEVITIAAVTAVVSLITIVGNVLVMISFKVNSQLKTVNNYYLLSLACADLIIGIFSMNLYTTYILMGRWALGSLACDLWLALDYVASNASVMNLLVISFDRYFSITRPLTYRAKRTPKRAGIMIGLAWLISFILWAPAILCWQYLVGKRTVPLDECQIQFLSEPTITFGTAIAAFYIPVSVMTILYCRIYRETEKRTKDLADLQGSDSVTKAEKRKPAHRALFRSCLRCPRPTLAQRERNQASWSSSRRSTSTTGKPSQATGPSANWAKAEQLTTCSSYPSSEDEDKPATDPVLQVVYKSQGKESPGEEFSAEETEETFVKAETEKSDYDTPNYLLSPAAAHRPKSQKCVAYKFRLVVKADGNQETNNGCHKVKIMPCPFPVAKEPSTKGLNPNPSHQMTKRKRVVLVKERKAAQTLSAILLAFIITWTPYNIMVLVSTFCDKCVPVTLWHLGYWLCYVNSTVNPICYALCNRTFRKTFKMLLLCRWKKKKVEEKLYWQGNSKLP
CHRM4 agonist = human M4 muscarinic receptor agonists, primary screen, CHO-K1 cells, Fluo-8 calcium fluorescence; Muscarinic acetylcholine receptor M4 (Homo sapiens), P08173; CHO-K1 hM4/Gqi5; vehicle 0%, full acetylcholine response 100%; activation, % at 3 µM; 360,000 compounds, 0.14% hits; AID 624127, 2012;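 active = activation above the run mean over all test wells plus 3 SD, cut at about 32% in these data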;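 also: peak over basal fluorescence ratio per well then scaled between controls; 0% = DMSO wells and 100% = acetylcholine at EC100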
Target sequence (P08173 whole entry, looked up): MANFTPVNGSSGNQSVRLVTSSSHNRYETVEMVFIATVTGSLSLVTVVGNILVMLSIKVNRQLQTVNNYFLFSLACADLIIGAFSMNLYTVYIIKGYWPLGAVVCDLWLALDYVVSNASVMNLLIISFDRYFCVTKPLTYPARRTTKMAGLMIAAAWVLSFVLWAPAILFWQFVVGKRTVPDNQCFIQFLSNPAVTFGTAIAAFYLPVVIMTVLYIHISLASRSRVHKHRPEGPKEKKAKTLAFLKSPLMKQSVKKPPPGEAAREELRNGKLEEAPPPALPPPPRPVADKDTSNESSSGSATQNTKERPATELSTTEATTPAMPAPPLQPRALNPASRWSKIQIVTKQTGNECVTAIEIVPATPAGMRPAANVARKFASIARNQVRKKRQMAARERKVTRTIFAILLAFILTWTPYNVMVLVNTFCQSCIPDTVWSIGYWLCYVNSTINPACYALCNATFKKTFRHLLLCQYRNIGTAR
CHRM1 antagonist = human M1 muscarinic receptor antagonists, primary screen, CHO-K1 cells, Fluo-8 calcium fluorescence, 1536-well; Muscarinic acetylcholine receptor M1 (Homo sapiens), P11229; CHO-K1 hM1, ACh EC80 antagonist; inhibition, % at 3 µM; 360,000 compounds, 1.3% hits; AID 588852, 2011;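 active = percent inhibition above its own plate's cutoff, namely the mean of that plate's compound wells plus 3 SD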;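 also: peak over basal fluorescence ratio during 140 s after agonist addition; 0% = ACh EC80 plus DMSO and 100% = DMSO alone without agonist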
M4 antag = human M4 muscarinic receptor antagonists, primary screen, CHO cells, Fluo-8 calcium fluorescence | Muscarinic acetylcholine receptor M4 (Homo sapiens), P08173 | 360,000 compounds, 0.73% hits | CHO-hM4 cells, ACh EC80 | inhibition, % at 3 µM | AID 624125, 2012;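 active = inhibition above its plate's cutoff, the mean inhibition of sample wells plus 3 SD, cut at about 27% in these data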;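 also: 0% = acetylcholine EC80 with DMSO and 100% = DMSO without agonist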
M5 PAM = human M5 muscarinic receptor positive allosteric modulators, primary screen, CHO-K1 cells, Fluo-8 calcium fluorescence | Muscarinic acetylcholine receptor M5 (Homo sapiens), P08912 | CHO-K1 hM5, ACh EC20 PAM; 0% = ACh EC20, 100% = ACh EC100 | activation, % at 3 µM | 360,000 compounds, 0.3% hits;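 active = activation above the run cutoff, the mean activation of all test compounds plus 3 SD, cut at about 18% in these data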
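System – CHO-K1 hM5 cells · Compound – 3 µM, single dose · Incubation – compound preincubation 140 s before EC20 acetylcholine addition · Technique – Fluo-8 calcium fluorescence · Measure – Max/basal fluorescence ratio as % of EC20–EC100 ACh window · Benchmarks – low control EC20 acetylcholine (0%), high control EC100 acetylcholine (100%) · Replication – singlicate, one well per test compound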
M5 antag = human M5 muscarinic receptor antagonists, primary screen, CHO cells, Fluo-8 calcium fluorescence | AID 624040, 2012 | Muscarinic acetylcholine receptor M5 (Homo sapiens), P08912 | inhibition, % at 3 µM | 360,000 compounds, 0.59% hits | CHO-hM5 cells, ACh EC80;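 active = inhibition above a per-plate cutoff, the mean of that plate's test compounds plus 3 SD, cut at about 27% in these data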;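 also: 0% = acetylcholine EC80 with DMSO and 100% = DMSO without agonist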
M4 PAM = human M4 muscarinic receptor positive allosteric modulators, primary screen, CHO-K1 cells, Fluo-8 calcium fluorescence; Muscarinic acetylcholine receptor M4 (Homo sapiens), P08173; CHO-K1 hM4/Gqi5, ACh EC20; 0% = ACh EC20, 100% = maximal ACh; activation, % at 3 µM; 360,000 compounds, 0.4% hits;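 active = activation above its plate's cutoff, the mean activation of sample wells plus 3 SD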; also: some results filed as inactive read as strong as hits
CHRM1 PAM = human M1 muscarinic receptor positive allosteric modulators, primary screen, CHO-K1 cells, Fluo-8 calcium fluorescence, 1536-well; 360,000 compounds, 0.088% hits; Muscarinic acetylcholine receptor M1 (Homo sapiens), P11229; CHO-K1 hM1, ACh EC20; 0% = ACh EC20, 100% = maximal ACh; activation, % at 3 µM; AID 588819, 2011; in the data active = activation above about 19%, passing the limit was not always enough
CRFR2-BP ag = agonists of CRF-BP/CRF-R2 complex, primary screen, cell-based, HEK293, calcium dye fluorescence, uHTS | CRF-binding protein / CRF receptor 2 complex (human) | calcium dye fluorescence (FLIPR); percent of saturating CRF peptide response | activation, % at 13.2 µM | 350,000 compounds, 0.46% hits;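 active = activation of at least 50%, plus an integration ratio under a set limit after plate pattern correction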;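 also: plate controls were neutral control wells without compound for no effect and CRF at EC100 for full effect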
Numbers without * were called inactive.

M5 ag	CHRM4 agonist	CHRM1 antagonist	M4 antag	M5 PAM	M5 antag	M4 PAM	CHRM1 PAM	CRFR2-BP ag	Compound
-8	4	-7	-3	16	1	5	3	-0.1	O=C(Cc1c(F)cccc1Cl)Nc1cc(S(=O)(=O)N2CCOCC2)ccc1N1CCOCC1
2	0	7	-4	-2	5	0	-4	1.1	Cc1c(CCC(=O)NCCCN2CCCC2=O)c(=O)oc2c(C)c(O)ccc12
0	1	-11	-14	-4	11	13	8	0.0	CN(C(=O)c1ccc(S(=O)(=O)N2CCCC2)cc1)C1CCS(=O)(=O)C1 (centres undefined)
3	3	-4	-11	3	-6	2	6	-1.3	Cc1nn(C(C)C(=O)N/N=C/c2ccc(N(C)C)cc2)c(C)c1[N+](=O)[O-] (centres undefined)
-3	2	0	-9	-7	-6	7	5	-1.1	Cc1scc(C(=O)N/N=C/c2ccc(Cl)s2)c1C
3	0	0	2	-3	8	3	8	0.1	O=S(=O)(Nc1nc(-c2ccccc2)cs1)c1cc(Cl)ccc1Cl
-3	1	-6	0	7	8	4	9	-2.1	COc1cc(CC(NC(C)=O)C(=O)NC2CCN(C(=O)c3cc(OC)c(OC)c(OC)c3)CC2)cc(OC)c1 (centres undefined)
3	3	2	5	-8	14	-3	1	-1.2	O=C(NCc1ccccc1)c1ccc(N2CCC3(CC2)CC(c2ccc(Cl)cc2)=NO3)c([N+](=O)[O-])c1
-4	3	2	-18	2	2	-2	2	0.8	COc1ccc(NC(=O)c2ccccc2NC(=O)c2ccco2)cc1
-7	6	23	9	-12	31*	-12	-10	0.8	Cc1oc(-c2ccc(Cl)cc2)nc1CS(=O)CC(=O)NCCCN1CCN(Cc2ccccc2)CC1 (centres undefined)
1	1	4	-5	-2	-1	6	4	11	CCC(C)(C)n1nnnc1C(c1cc2cc(OC)ccc2[nH]c1=O)N1CCc2ccccc21 (centres undefined)
-9	2	-5	-17	-10	-1	-1	-4	-0.1	COc1ccc(Oc2ccc(NC(=O)c3ccccc3C)cc2)cc1
0	2	-11	-2	0	4	4	8	0.1	Cc1nc(C)c(C(=O)N2CCCC(C(=O)c3cc(F)ccc3F)C2)s1 (centres undefined)
-5	2	-3	4	-5	9	2	2	-0.3	COc1cccc(NC(=O)Cn2nnc(C(=O)NCc3cccs3)c2N)c1
-2	-1	10	15	3	0	-9	-4	1.9	Cc1ccc(-n2c(=O)cc(N3CCc4ccccc4C3)[nH]c2=O)cc1
2	0	-8	5	-8	7	3	5	-1.8	Cc1cccc(C(=O)OCC(=O)Nc2c(C)n(C)n(-c3ccccc3)c2=O)c1
-2	2	-3	5	-3	3	0	-4	4.2	O=C(CCn1nnnc1CN1CCOCC1)N1CCC(c2cccc(Cl)c2)C1 (centres undefined)
-3	1	7	-5	-10	14	3	-7	-1.4	O=C(NC(=S)NC1CCSC1=O)c1ccccc1 (centres undefined)
-1	-1	-7	-5	8	-9	-5	7	0.0	Cc1[nH]c(C)c(S(=O)(=O)N2c3ccccc3CC2C)c1C(=O)N1CCCCC1 (centres undefined)
-1	1	-14	-17	3	-9	-3	9	-0.7	CCOc1cc(C(=O)N(CC)CC(=O)Nc2c(F)cccc2F)ccc1OCC(=O)N1CCOCC1
-2	3	-8	7	7	-1	-3	2	-2.0	Cc1cc(C(=O)N/N=C/c2ccc(-c3cccc(Br)c3)o2)n[nH]1
0	1	-7	-6	-2	5	1	6	1.9	O=C(NNC(=O)C12CC3CC(CC(C3)C1)C2)c1ccncc1
-1	1	-26	-6	4	-6	1	2	3.3	NNC(=O)Cc1cn(-c2ncc(C(F)(F)F)cc2Cl)c2ccccc12
0	3	5	-4	2	-2	1	5	0.9	Cc1cc(C)c(NC(=O)NC(=O)c2ccc(F)cc2)c(C)n1

Entries of single compounds, looked up by structure. Order of screens: M5 ag, CHRM4 agonist, CHRM1 antagonist, M4 antag, M5 PAM, M5 antag, M4 PAM, CHRM1 PAM, CRFR2-BP ag
`Cc1cccc(C(=O)OCC(=O)Nc2c(C)n(C)n(-c3ccccc3)c2=O)c1` in the list: 2, 0, -8, 5, -8, 7, 3, 5, -1.8
`Cc1nc(C)c(C(=O)N2CCCC(C(=O)c3cc(F)ccc3F)C2)s1` (centres undefined) in the list: 0, 2, -11, -2, 0, 4, 4, 8, 0.1
`Cc1cc(C(=O)N/N=C/c2ccc(-c3cccc(Br)c3)o2)n[nH]1` in the list: -2, 3, -8, 7, 7, -1, -3, 2, -2.0
`CCOc1cc(C(=O)N(CC)CC(=O)Nc2c(F)cccc2F)ccc1OCC(=O)N1CCOCC1` in the list: -1, 1, -14, -17, 3, -9, -3, 9, -0.7
`Cc1ccc(-n2c(=O)cc(N3CCc4ccccc4C3)[nH]c2=O)cc1` in the list: -2, -1, 10, 15, 3, 0, -9, -4, 1.9

(listing goes on)
M5 ag	CHRM4 agonist	CHRM1 antagonist	M4 antag	M5 PAM	M5 antag	M4 PAM	CHRM1 PAM	CRFR2-BP ag	Compound
-2	0	-4	0	3	-5	-5	5	-1.1	CCCS(=O)(=O)N1CCCC(C(=O)NC2CCCC(C)C2C)C1 (centres undefined)
1	1	-17	-15	6	-9	16	5	-1.3	Cc1ccc(C(=O)N/C(=C\c2cccc([N+](=O)[O-])c2)C(=O)OCN2C(=O)c3ccccc3C2=O)cc1
-3	-1	3	-2	1	5	-4	-3	0.7	O=c1[nH]c([N+](=O)[O-])nn1C(c1ccccc1)c1ccccc1
-4	1	-8	0	-2	3	2	3	-1.9	Cc1noc(C)c1CSc1ccc2ccccc2n1
1	4	-7	-2	1	-15	0	7	-0.1	CC(=O)c1cccc(OCc2cc(C(=O)NCc3nc(C)c(C)s3)no2)c1
2	0	12	1	4	3	1	-2	-1.4	CCOC(=O)/C(=N\Nc1ccccc1Cl)N(C)C1CCCCC1
2	2	2	6	9	-1	5	3	-1.3	CCOc1cc(N2CCOCC2)c(OCC)cc1NC(=O)c1ccccc1
-5	1	1	-5	2	-4	15	0	-0.3	Cc1ccc(NC(=O)c2nc[nH]c2C(=O)N[C@H](C)c2ccccc2)cc1
-8	0	-14	3	1	2	3	17	-4.1	O=C1c2ccsc2SCCN1Cc1cccc(F)c1
-2	0	-5	-2	5	0	6	7	3.2	c1cncc(C(c2nnnn2C2CCCCC2)N2CCCCC2)c1 (centres undefined)
-3	1	0	-2	4	-1	-3	1	0.6	O=C(COc1ccccc1)Nc1cc2c3c(c1)CC(=O)N3CCC2
-2	1	1	-8	-3	6	0	-2	0.3	COc1ccc(C(=O)N2CCNC(=O)C2CC(=O)Nc2cc(Cl)ccc2OC)cc1 (centres undefined)

Five records drawn at random from those above, as already listed:
M5 ag	CHRM4 agonist	CHRM1 antagonist	M4 antag	M5 PAM	M5 antag	M4 PAM	CHRM1 PAM	CRFR2-BP ag	Compound
-8	0	-14	3	1	2	3	17	-4.1	O=C1c2ccsc2SCCN1Cc1cccc(F)c1
-5	1	1	-5	2	-4	15	0	-0.3	Cc1ccc(NC(=O)c2nc[nH]c2C(=O)N[C@H](C)c2ccccc2)cc1
-2	0	-5	-2	5	0	6	7	3.2	c1cncc(C(c2nnnn2C2CCCCC2)N2CCCCC2)c1 (centres undefined)
1	1	-17	-15	6	-9	16	5	-1.3	Cc1ccc(C(=O)N/C(=C\c2cccc([N+](=O)[O-])c2)C(=O)OCN2C(=O)c3ccccc3C2=O)cc1
-3	-1	3	-2	1	5	-4	-3	0.7	O=c1[nH]c([N+](=O)[O-])nn1C(c1ccccc1)c1ccccc1

More structures.
M5 ag	CHRM4 agonist	CHRM1 antagonist	M4 antag	M5 PAM	M5 antag	M4 PAM	CHRM1 PAM	CRFR2-BP ag	Compound
1	7	-5	8	-12	17	-10	-5	0.4	CC(C)NC(=O)NC(=O)COC(=O)c1cccc(S(=O)(=O)N2CCCCC2)c1
-2	1	-3	-5	-5	8	11	11	-0.5	COc1ccc(C2=NOC(c3nnc(-c4ccccc4)o3)C2)cc1 (centres undefined)
2	0	-9	9	2	2	-2	9	-0.6	CN(CC(=O)Nn1cnnc1)S(=O)(=O)c1ccccc1
-3	0	9	8	1	4	-5	-6	-1.2	Cc1ccc(COc2ccc3c(c2)OCO3)cc1
2	2	-17	6	-3	9	5	15	0.4	Cc1ccc(-c2csc(NS(=O)(=O)c3cccc(F)c3)n2)o1
-1	1	-13	-1	8	-5	4	7	-2.8	COc1ccc(Nc2ncccc2C(=O)Nc2ccccc2)cc1
-1	1	-4	-9	5	-14	2	15	0.3	O=C(O)/C=C/C(=O)Nc1ccc(S(=O)(=O)N2CCCC2)cc1
6	15	6	14	-1	5	12	6	1.4	COc1cccc(/C=C/C(=O)OCC(=O)c2c(N)n(C)c(=O)n(C)c2=O)c1
-4	2	-8	6	1	7	3	6	-0.6	CC1CCCCN1CC(O)COCc1ccc(Cl)cc1 (centres undefined)
0	1	-7	-14	7	-3	12	11	-0.3	O=C(NC(NC(=S)Nc1ccccc1C(=O)O)C(Cl)(Cl)Cl)c1ccccc1 (centres undefined)
-1	1	4	12	-2	5	-6	1	-1.6	CCN1CCN(c2ccc(S(=O)(=O)N3CCCCC3)cc2NC(=O)Cc2ccccc2)CC1
-5	2	-3	-5	5	13	11	16	1.1	COc1ccc(CNC(=O)Cn2cccc2C(=O)c2ccccc2C)cc1
3	4	-7	-3	-3	-10	0	6	-0.2	CCOC(=O)Cc1csc(N/N=C\c2ccccc2OC)n1
0	1	-10	1	-3	12	-2	-3	-2.9	Nn1c(Nc2ccccc2)nc2sc3c(c2c1=O)CCCC3
0	1	-4	5	1	5	-1	5	-0.2	CCOC(=O)Cn1c(C)[n+](C)c2cc(Cl)c(Cl)cc21
-1	1	-2	-11	3	-2	17	2	-0.6	COC(=O)C1=C(C)N(c2ccc(OC)c(OC)c2)C(=O)C1
-3	4	-12	-7	5	0	5	16	-0.3	O=C(COC(=O)c1cccnc1Nc1cccc(C(F)(F)F)c1)NCCN1C(=O)CSC1=O
0	3	-8	-3	-1	6	-1	4	-1.1	CN(c1ccc(C(=O)NCC2CCCO2)cc1)S(=O)(=O)c1ccc(Cl)cc1 (centres undefined)
1	2	14	15	9	-4	-9	-3	-0.1	NC(=O)c1sc2nc3c(c(-c4ccco4)c2c1N)CCCC3
-4	1	-7	-16	9	-4	10	5	2.8	Cc1cc(S(=O)(=O)Nc2ccc(C(=O)NCCCN3CCOCC3)cc2)ccc1F
